# Compound activity as filed in PubChem BioAssay.
# Integrin act MD – activators of alpha7 integrin expression for muscular dystrophy; actives 0.064% (n = 350,000); AID 624291; Potency, µM (highest dose often 38.3 µM), inactives show at the highest dose activation, hits mostly activators; alpha7betagal myoblasts, beta-gal FDG fluorescence, 48 h;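 further: potency means the concentration at half of the fitted maximal effect; 100% = response of the positive control SU9516; nearly all actives have a fitted effect of over 60% in size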
#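 Alpha7betagal+/- myoblasts (passage 13) were plated 16-24 hr, then exposed to compounds (1:260 dilution of DMSO stock) for 48 hours at 37C. After MPER lysis, β-galactosidase reporter activity was read as FDG fluorescence (ex 480/em 540) after 30 minutes.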
# ELG1 genotoxic – inducers of genotoxicity in HEK293T ELG1-luciferase cells; HEK293T ELG1-luciferase reporter, luminescence, 16 h; Potency, µM (doses to about 46 µM), inactives show at the top dose activity change, positive = activation, most hits filed as activators; AID 504466; actives 1.3% (n = 330,000); further: potency means the concentration at half of the fitted maximal effect; % of control where 0% means no effect; nearly all actives have a fitted effect of over 60% in size
#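 Reporter readout depends on ELG1 protein level, which increases with genetic stress. After 16 hr compound exposure at 37 °C, luciferase activity was quantified using ONE-Glo.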
# PTAP TSG101 blk – blocks PTAP/TSG101 interaction to inhibit HIV-1 budding; Potency, µM (highest dose often 115 µM), inactives show top-dose activity change, negative = inhibition, hits mostly inhibitors; AID 493005; Fluorescence polarization, FITC-PTAP peptide / Tsg101 binding; 340,000 tested, under 10 active; Q99816; active means well fitted inhibition curve with a large enough effect in the main read-out, with a control signal flat, not every such curve was filed as active; inconclusive means small, poorly fitted or top-dose-only effect, or effect the other way, or a change in a side signal; inactive means no such curve, though single readings can be large or run the other way; further: potency means the concentration at half of the fitted maximal effect; % of control where 0% means no effect
#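 Compounds were pin-transferred onto Tsg101 binding domain (10 uM final) in HEPES pH 7.5 buffer, then FITC-PTAP peptide was added at 50 nM final. After 20 min at RT, polarization reported peptide displacement across a qHTS concentration series.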
# ASM inhibitor – blocks human secretory acid sphingomyelinase; placental ASM, HMU-PC fluorogenic substrate, 60 min; Potency, µM (series often up to 57.5 µM), for inactives: at the top dose activity change, negative = inhibition, most hits filed as inhibitors; actives 0.006% (n = 340,000); further: potency means the concentration at half of the fitted maximal effect
# Target sequence (P17405 47-631 limits assumed): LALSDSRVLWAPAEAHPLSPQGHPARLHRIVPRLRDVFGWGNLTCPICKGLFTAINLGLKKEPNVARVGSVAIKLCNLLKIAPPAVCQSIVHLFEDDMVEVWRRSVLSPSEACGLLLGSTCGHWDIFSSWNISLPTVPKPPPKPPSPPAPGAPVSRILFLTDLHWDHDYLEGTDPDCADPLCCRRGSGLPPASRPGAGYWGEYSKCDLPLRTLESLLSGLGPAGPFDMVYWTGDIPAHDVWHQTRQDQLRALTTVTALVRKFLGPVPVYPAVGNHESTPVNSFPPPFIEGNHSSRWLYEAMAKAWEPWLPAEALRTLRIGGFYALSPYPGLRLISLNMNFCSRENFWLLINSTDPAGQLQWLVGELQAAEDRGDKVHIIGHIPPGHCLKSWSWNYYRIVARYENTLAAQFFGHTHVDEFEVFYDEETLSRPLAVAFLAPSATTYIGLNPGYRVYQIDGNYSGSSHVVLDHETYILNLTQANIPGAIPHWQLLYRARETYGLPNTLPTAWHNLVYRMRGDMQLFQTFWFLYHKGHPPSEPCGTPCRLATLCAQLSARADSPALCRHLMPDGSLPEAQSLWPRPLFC
#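 qHTS format. ASM enzyme prepared from human placenta hydrolyses the fluorogenic substrate HMU-PC0 (9 uM final) over 60 min at 37 °C after a 10 min compound preincubation.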
# USP2a block – USP2a (human) protease inhibition | AID 463254 | USP2 core, Ub-CHOP2 coupled fluorogenic reporter, 485/531 | O75604 | Potency, µM (titrated, usually from 38.3 µM), inactives show top-dose activity change, negative = inhibition, actives largely listed as inhibitors | actives 0.01% (n = 330,000);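 further: potency means the concentration at half of the fitted maximal effect; plate controls were DMSO wells for no effect and full inhibition by NEM control for full effect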
#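 Deubiquitinase activity read as fluorescence (485/531 nm) after Ub-CHOP2 cleavage activates the enterokinase reporter on its substrate; USP2 core 10nM, Ub-CHOP2 and substrate 25nM each, 30min compound preincubation then 60min RT; data normalized to NEM, curves fitted.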
# B2AR arrestin – agonists driving beta-arrestin recruitment to human beta2-adrenergic receptor. beta-arrestin recruitment to beta2AR, cell-based reporter. P07550. AID 492947. Potency, µM (titrated, usually from 46.1 µM), without a hit: at the top dose activation, usual class: activators. actives 0.02% (n = 330,000);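 further: potency means the concentration at half of the fitted maximal effect; 0% = DMSO controls and full agonism = EC100 isoproterenol or metaproterenol; nearly all actives have a fitted effect of over 65% in size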
# Target sequence (P07550 whole entry, looked up): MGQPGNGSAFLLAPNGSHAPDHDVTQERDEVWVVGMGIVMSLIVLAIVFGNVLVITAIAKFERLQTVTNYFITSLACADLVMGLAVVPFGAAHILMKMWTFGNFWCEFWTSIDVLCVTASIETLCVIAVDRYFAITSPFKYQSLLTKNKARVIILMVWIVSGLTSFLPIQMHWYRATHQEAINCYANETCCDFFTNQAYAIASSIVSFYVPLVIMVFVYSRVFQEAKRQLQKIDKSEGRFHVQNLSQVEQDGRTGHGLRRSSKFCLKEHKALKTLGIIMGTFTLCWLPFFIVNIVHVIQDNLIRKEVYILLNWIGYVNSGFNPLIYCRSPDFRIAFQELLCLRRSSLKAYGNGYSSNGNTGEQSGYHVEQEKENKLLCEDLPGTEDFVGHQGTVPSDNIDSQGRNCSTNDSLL
# Eya2 inh – inhibitors of human Eya2 phosphatase activity. recombinant Eya2, OMFP fluorescence dephosphorylation (OMFP is methylfluorescein phosphate). actives 0.006% (n = 330,000). O00167. AID 488837. Potency, µM (series often up to 76.9 µM), for inactives: at the highest dose activity, negative = inhibition, hits mostly inhibitors; further: potency means the concentration at half of the fitted maximal effect; on the % scale 0 is the no-effect control and ±100 the full control effect
#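 Eya2 (0.2 uM) preincubated 10 min at ambient with compound, then OMFP substrate added at 50 uM; 10 min reaction in 50 mM HEPES pH 7.5, 50 mM NaCl, 5 uM MgCl2, 0.05% BSA, 1 mM DTT. Fluorescence read at Ex 485/Em 525 nm.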
# uPA surface inh – inhibitors of cell surface uPA generation. cell surface uPA generation assay, qHTS. Potency, µM (titrated, usually from 38.3 µM), for inactives: at the highest dose activity change, negative = inhibition, most hits filed as inhibitors. actives 0.31% (n = 330,000). AID 540303; active means well fitted inhibition curve with a large enough effect; inconclusive means small, poorly fitted or top-dose-only effect; inactive means no such curve, though single readings can be large or run the other way; tested in mouse RAW 264.7 cells; further: potency means the concentration at half of the fitted maximal effect; on the % scale 0 is the no-effect control and ±100 the full control effect; nearly all actives have a fitted effect of over 55% in size
# TRPV1 ag – agonists of human vanilloid receptor 1 (TRPV1); AID 540275; activation, % at 8.33 µM; Q8NER1; TRPV1-expressing cells, Fluo-8 calcium influx, agonist mode; actives 0.19% (n = 320,000); in the data active means activation above about 80%; inconclusive means between about 30% and that limit; further: 0% is about no effect
#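 TRPV1-expressing cells were cultured overnight at 35.5C and loaded with Fluo-8 calcium dye for 40 to 90 min at room temperature. After a 10 s baseline, compound was added and calcium influx was read kinetically for 3 min (ex 480/em 520 nm).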
# BRCA1 expr act – BRCA1 expression activation | Potency, µM (series often up to 46.1 µM), for inactives: at the top dose activation, most hits filed as activators | actives 1.1% (n = 380,000) | MCF7-BRCA1-FFLuc reporter, luminescence, 48 h; response scale: scaled: vehicle 0%, 10 µM genistein 100%; further: potency means the concentration at half of the fitted maximal effect; nearly all actives have a fitted effect of over 80% in size; some results filed as inactive show a strong effect at the top dose
#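 Reporter cells (MCF7, BRCA1 promoter-firefly luciferase) received library compounds across a concentration series for 48 h. End-point luminescence was measured and concentration-effect curves derived after normalization.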
# p53 reactivation – re-activators of mutant p53 | H1299 p53-A138V BP100-luciferase reporter, luminescence, 24 h | Potency, µM (doses to about 92.2 µM), for the others: top-dose activity change, positive = activation, hits mostly activators | actives 0.063% (n = 320,000) | AID 504706; further: potency means the concentration at half of the fitted maximal effect; % of control where 0% means no effect; nearly all actives have a fitted effect of over 45% in size
#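 p53-null H1299 cells stably carrying temperature-sensitive p53-A138V and a BP100-luciferase reporter were pinned with compounds (4-point, 1:5 series) and held 24 hrs at 37 deg C. Luminescence was read 10 min after detection reagent.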
# The depositor's hits bear a star; i = inactive; ? = inconclusive; / = no result given; [ ] = remark or other dose. Unless noted, the call rests on the fitted dose curve; in most records, active means well fitted curve in the direction sought with a large enough effect; inconclusive means small, poorly fitted or top-dose-only effect, or another doubt; inactive means no such curve, though single readings can be large; an effect the other way counts as inactive or inconclusive.
entry | SMILES | uPA surface inh | USP2a block | PTAP TSG101 blk | B2AR arrestin | p53 reactivation | ELG1 genotoxic | Integrin act MD | TRPV1 ag | BRCA1 expr act | ASM inhibitor | Eya2 inh
1 | Cc1ccc(S(=O)(=O)Nc2ccc(O)c(S(=O)(=O)c3ccc(C)cc3)c2)cc1 | 5.2% | 2.2% | 0.7% | -0.7% | / | -0.3% | 0.5% | -2.8 | -19.3% | -1.5% | -9.2%
2 | CCCc1ccc(C(=O)NC(=O)c2ccccc2O)cc1 | -5.5% | -1.5% | 0.9% | -0.5% | 0.8% | 5.7% | 22.4% | 16.6 | 13.9% | -1.1% | 5.0%
3 | O=C(COC(=O)c1ccc2c(c1)OCO2)NCc1ccc2c(c1)OCO2 | 0.8% | -1.5% | 3.2% | 0.2% | 5.9% | 0.5% | 3.3% | 15.9 | -4.6% | -0.5% | -10.2%
4 | COc1ccc(C(=O)N[C@H](C(=O)NCc2ccccc2)C(C)C)cc1 | 0.9% | 0.4% | -1.5% | 0.5% | 0.6% | 3.7% | 14.0% | 0.5 | -10.5% | 1.1% | 15.3%
5 | CCN1CCN(C2=C(Cl)C(=O)N(Cc3ccccc3)C2=O)CC1 | -2.5% | 4.4% | 3.1% | -0.2% | 19.9% | -4.1% | -42.8% | 9.0 | -11.4% | -0.8% | 7.3%
6 | Cc1nn(C)c(Cl)c1/C=C/C(=O)O | 1.6% | 1.5% | 0.3% | 0.1% | -1.7% | 0.0% | 27.5% | -0.2 | -5.3% | 0.0% | 18.7%
7 | O=C(CNc1ccccc1Cl)c1ccc(Br)cc1 | -3.2% | -0.7% | -1.8% | 6.9% | / | -12.7% | -33.5%[inhibitor] | 15.2 | 20.1% | -3.9% | 3.0%
8 | CCOC(=O)Cc1cc(=O)n2[nH]c(-c3ccc(C)cc3)cc2n1 | -11.9% | 0.7% | -5.0% | -0.2% | 14.4% | ? | 21.4% | -2.7 | 21.6% | -0.2% | 0.4%
9 | O=C(CC(c1ccccc1)c1cc(Cl)ccc1O)NCCCN1CCOCC1 (centres undefined) | -2.3% | 0.4% | -0.7% | 0.2% | 16.4% | -9.4% | -25.4% | -1.0 | -18.0% | 2.6% | 1.2%
10 | COc1ccc(CN2CNc3c(c(=O)n(C)c(=O)n3C)C2)cc1 | 2.5% | 0.4% | -1.6% | 0.9% | 5.2% | 1.1% | 0.0% | -0.6 | -3.7% | 6.4% | 5.2%
11 | C=C[C@@]1(C)CC(=O)[C@]2(O)[C@@]3(C)[C@@H](O)CCC(C)(C)[C@@H]3[C@H](OC(C)=O)[C@H](O)[C@@]2(C)O1 | -3.6% | / | -7.3% | / | / | / | -23.7% | / | -21.2% | 3.2% | /
12 | CCOC(=O)N1CCN(C(=O)c2cc3c(=O)[nH]c4ccccc4c3s2)CC1 | -1.0% | -2.0% | -6.4% | 0.0% | 0.2% | -9.3% | -26.2% | 1.0 | -24.9% | 7.9% | -15.3%
13 | CCn1c([N+](=O)[O-])nc2c1c(=O)[nH]c(=O)n2C | 10µM* | -0.6% | -1.3% | -0.3% | -11.9% | 4.3% | -79.8%[inhibitor] | 1.9 | -93.1%[inhibitor] | -1.5% | -1.6%
14 | CCOc1cccc2cc(C(=O)NCc3ccc(F)cc3)c(=N)oc12 | ? | 0.6% | -5.1% | -0.1% | 2.9% | ? | -9.0% | -2.8 | -0.3% | 4.3% | -6.7%
15 | Cc1ccc2c(c1)N(CCC(=O)NC1CCCCC1)C(=O)CO2 | 0.7% | -0.2% | -3.8% | -0.5% | 1.1% | 0.0% | 0.7% | 3.6 | 16.8% | -8.9% | 3.5%
16 | Cc1ccc(N2C(=O)C3C(C(=O)c4ccccc4)=NN(c4ccccc4)C3C2=O)cc1 (centres undefined) | 3.9% | 21.4% | ? | -1.4% | ? | -0.4% | 0.4% | -0.3 | 32.1% | -2.3% | 6.9%
17 | O=S(=O)(c1ccccc1)c1nc(-c2ccco2)oc1NCc1ccco1 | -9.1% | 1.8% | 0.0% | -0.3% | -8.0% | -11.1% | -30.9% | 2.2 | 13.4% | -2.8% | -28.6%
18 | CC1=C(C(=O)OC(C)C)C(c2ccc(Cl)cc2)n2c(s/c(=C\c3ccc(OCC(=O)O)cc3)c2=O)=N1 (centres undefined) | 15.9% | ? | ? | 0.2% | 6.1% | -2.0% | ? | 7.9 | -4.4% | -5.8% | 9.4%
19 | CSc1nc2nc3c(cc2c(=O)n1-c1ccccc1C)COC(C)(C)C3 | 8.5% | -0.2% | 0.4% | -0.3% | -3.7% | -4.7% | -9.7% | 5.9 | -11.9% | 3.3% | 3.1%
20 | Cc1cc2[nH]c(=O)c(=O)[nH]c2cc1S(=O)(=O)N1CCN(c2ccccc2F)CC1 | 16.6% | 5.4% | -0.4% | -0.1% | 5.7% | 0.7%[9.26 µM] | 1.6% | -2.1 | 14.2% | 3.3% | -5.2%
21 | O=C(c1cc2c(=O)n3ccccc3nc2s1)N1CCN(Cc2ccc3c(c2)OCO3)CC1 | -5.0% | 2.5% | -1.6% | 0.2% | 2.6% | -7.1% | 6.3% | -0.5 | 0.0% | i | -3.2%
22 | O=S(=O)(Nc1ccc2[nH]ncc2c1)c1ccccc1Cl | 0.7% | 0.0% | -1.2% | 0.2% | -8.2% | -11.5% | 46.9% | -1.6 | -13.6% | 9.9% | -20.1%
23 | COc1ccc(NCCc2ccccn2)cc1 | -10.7% | 1.9% | -4.0% | 0.0% | / | ? | 0.0% | 10.1 | 12.6µM* | 3.3% | -0.7%
24 | COc1ccc(CCNC(=O)c2cc(-c3ccccc3)c(N3CCOCC3)s2)cc1OC | 1.8% | / | -5.9% | / | / | / | -16.7% | / | -12.3% | -8.9% | /
25 | C[C@H](CO)N1C[C@H](C)[C@@H](CN(C)S(=O)(=O)c2cn(C)cn2)Oc2ccc(NC(=O)Cc3ccccc3)cc2C1=O | 0.5% | 0.0% | 1.0% | -0.1% | 3.1% | 3.9% | -22.2% | / | 6.0% | 11.8% | 2.9%
26 | Nn1c(SC/C=C/c2ccccc2)nnc1-c1ccccn1 | / | 2.0% | -4.4% | -0.6% | 5.3% | 3.6% | -13.9% | 3.9 | 0.2% | -1.0% | -10.6%
27 | CNc1nc(N)c([N+](=O)[O-])c(N2CCCCCC2)n1 | -0.2% | 4.5% | -4.3% | 3.8% | 0.7% | 0.6% | 17.6% | -0.6 | -0.2% | -4.5% | 3.7%
28 | C#CCOC(=O)c1csc2nnsc12 | 1.3% | 1.7% | -11.7% | 0.1% | -4.5% | -0.5% | -19.9% | 1.2 | 1.0% | -1.6% | -4.1%
29 | O=C(OCN1C(=O)c2ccccc2C1=O)c1cccc(OC(F)F)c1 | 1.2% | 3.6% | 1.6% | 0.4% | -2.5% | -0.1% | 6.1% | 5.6 | -12.7% | -6.3% | 4.3%
30 | COc1ccc(S(=O)(=O)NCC(c2ccc(F)cc2)N2CCOCC2)cc1Br (centres undefined) | 0.7% | -1.4% | -3.8% | 0.2% | -6.7% | -0.4% | 6.4% | 9.0 | -9.8% | 2.5% | 8.7%
31 | CC(C)NC(=O)C(c1ccc(F)cc1)N(C(=O)CCC(=O)Nc1ccccn1)C1CCCC1 (centres undefined) | -2.2% | -0.7% | -4.0% | 0.4% | 2.9% | 0.2% | -3.1% | 1.0 | -1.2% | 16.1% | -2.9%
32 | O=C(O)CCCC(=O)N1CCCC1 | -1.8% | 1.5% | -4.2% | 0.0% | -1.1% | -1.3% | -6.6% | 0.2 | 8.1% | 6.0% | -12.6%
33 | OCC[C@@H]1C[C@H](O)[C@@H](O)[C@@]2(OCCCc3ccccc32)O1 | 10.6% | 1.8% | -1.9% | 0.2% | / | 4.7% | 7.4% | 3.1 | 2.7% | -1.8% | -3.5%
34 | O=C(CN1CCCC1)Nc1ccc(Br)cc1 | -13.8% | 0.7% | -1.2% | -0.9% | 0.0% | 4.0% | 9.7% | -0.5 | 21.3% | 1.8% | 18.9%
35 | Cc1ccc(N=Cc2c(O)c3ccccc3oc2=O)c(C)c1 | -3.7% | 0.2% | -3.4% | -0.1% | / | 4.1% | ? | 5.7 | -12.0% | 19.0% | -4.0%
36 | Cc1cc(C)nc(NC(C)(C)C(=O)O)n1 | 0.7% | 1.8% | -5.2% | -1.1% | 2.0% | -0.1% | 3.6% | 0.9 | -4.6% | 8.1% | 4.0%
